Compound activity deposited in PubChem BioAssay by National Center for Advancing Translational Sciences (NCATS).
TbPYK inhibitor: blocks Trypanosoma brucei pyruvate kinase; Q57TT1; TbPYK enzyme, Kinase-Glo Plus ATP luminescence, 45 min; Potency, µM (doses to about 76.8 µM), without a hit: at the top dose activity, negative = inhibition, most hits filed as inhibitors; hit rate 0.12% among 410,000; active = well fitted inhibition curve with a large enough effect; inconclusive = small, poorly fitted or top-dose-only effect; also: nearly all actives have a fitted effect of over 50% in size
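Quantitative HTS: titrated library compounds versus trypanosomal pyruvate kinase in TEA buffer (pH 7.2) containing KCl, MgCl2, BSA and Tween-20. Reactions were initiated with ADP, 130 uM final. Kinase-Glo Plus luminescence was read after 45 min at RT.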
* marks the source's active call; other numbers are inactive results; u = inconclusive; [ ] = another dose, or the depositor's remark. % is scaled to controls: 0 for no effect and ±100 for the full control effect; potency is read from the fitted curve at half-maximal effect. The list is partial; rates above refer to the full screens.

SMILES | TbPYK inhibitor
COc1ccc(CC(=O)NC2CC(=O)N(c3ccc4c(c3)OCCO4)C2)cc1 (stereo unspecified) | -2%
CC1CCN(S(=O)(=O)c2ccc3c(ccn3CC(=O)NCc3ccccc3F)c2)CC1 | 1%
Cc1cccc(C(=O)Nc2ccc3nc(SCC(=O)N4CCc5ccccc54)sc3c2)c1 | 7%
COc1ccc(Oc2ncc3nc(C)c(=O)n(C4CC4)c3n2)cc1 | -3%
CC(C)CC1C(=O)N(Cc2cn(Cc3ccco3)nn2)CCS(=O)(=O)N1Cc1ccc(-c2ccccc2)cc1 (stereo unspecified) | 2%
COc1ccc(CCNc2oc(COc3ccc(Cl)cc3)nc2C#N)cc1OC | -2%
CCN(CC)C(=O)C1=C(C)N(Cc2ccc(OC)cc2)C(=O)C(CC(=O)NCc2ccco2)C1 (stereo unspecified) | -5%
CCC(c1nnnn1Cc1ccccc1)N1CCC2(CC1)C(=O)NCN2c1ccccc1 (stereo unspecified) | 7%
O=C(CCCn1c(=O)[nH]c2ccccc2c1=O)N1CCN(c2ccccc2)CC1 | -14%
C[C@H](CO)N1C[C@H](C)[C@H](CN(C)S(=O)(=O)c2ccc(F)cc2)Oc2ncc(Br)cc2C1=O | -7%
Cc1c(C(=O)N2CCOCC2)oc2c1-c1nn(CC(=O)NCc3cccc(F)c3)cc1CC2 | 3%
Cc1ccc(Nc2nc(NCc3ccccc3)nc3ccsc23)c(C)c1 | 5%
Cn1cccc1C(=O)N1CCC2(CCN(C(=O)Nc3cccc(C#N)c3)CC2)CC1 | -1%
CC(=O)N1CCCc2cc(S(=O)(=O)N3CCC(C(=O)NCc4ccc(F)cc4)CC3)ccc21 | 3%
CCOC(=O)c1cccc(NC(=O)CC2C(=O)N(c3ccc(C)cc3)C(=O)N2Cc2cccc(OC)c2)c1 (stereo unspecified) | 8%
CCOC(=O)C1=NOC2(C1)C(=O)Nc1c(Cl)cccc12 (stereo unspecified) | 1%
COc1ccc(CN2C(=O)C(CC(=O)NC3CC3)CC(C(=O)N(C)C)=C2C)cc1 (stereo unspecified) | 5%
COc1ccccc1C(=O)Nc1cccc(OCc2cc(=O)n3c4c(sc3n2)CCCC4)c1 | 0%
COc1ccccc1C(=O)Nc1ccc(-c2cc(C(F)(F)F)nn2-c2ccccc2)cc1 | 4%
COc1cccc(N2CCN(C(=O)C3CCCN(S(=O)(=O)c4cccc5nsnc45)C3)CC2)c1 (stereo unspecified) | 2%

Overlap with the part before: 2 compounds, then new ones.
SMILES | TbPYK inhibitor
COc1ccccc1C(=O)Nc1ccc(-c2cc(C(F)(F)F)nn2-c2ccccc2)cc1 | 4%
COc1cccc(N2CCN(C(=O)C3CCCN(S(=O)(=O)c4cccc5nsnc45)C3)CC2)c1 (stereo unspecified) | 2%
CCCOc1ccc(C(=O)Nc2sc3c(c2C(=O)OCC)CCCCC3)cc1 | 0%
CCCCc1c(-c2ccccc2OC)ncn1Cc1ccc(-c2ccccc2)cc1 | -5%
Cc1c(Cl)cccc1-n1ncc(C(=O)N2CCc3ccccc3C2)c1C1CCN(C(=O)OC(C)(C)C)CC1 | 1%
CCCCNC(=O)C1(C)CCC(=O)N1CCOc1ccccc1 (stereo unspecified) | 5%
O=C(c1csnn1)N1CCC[C@@]2(CCN(C(c3ccccc3)c3ccccc3)C2)C1 | 0%
COC(=O)c1cnn2c(C)c(Cc3c(C)cc(C)cc3C)c(C)nc12 | -3%
CCc1ccc(NC(=O)Cn2ncc3c(C)n(Cc4cccc(Cl)c4)c(C)c3c2=O)cc1 | 1%
Cc1cc(-c2ccccc2)nc2cc(C(=O)Nc3ccc(Cl)c(Cl)c3)nn12 | -2%
COc1cc(CN(C(=O)COc2ccc(F)cc2)c2ccccn2)cc(OC)c1OC | -7%
N#Cc1c(C(F)(F)F)cc(-c2cccs2)nc1SCC(=O)Nc1cccc(Br)c1 | 1%
CCOc1ccccc1-c1ccc2nccn2c1 | 0%
COc1cc(CN2CC(C)OC(C)C2)cc(OC)c1 (stereo unspecified) | 2%
Cc1cccc(C(=O)NNc2ncnc3c2cnn3-c2ccc(C)c(Cl)c2)c1 | -1%
Cc1ccc2oc(-c3ccc(C)c(NC(=O)/C=C/c4ccco4)c3)nc2c1 | -16%
O=C(NCCc1ccccc1Cl)c1cc2ccccn2n1 | 1%[15.4 µM]
CSc1ccc(C(=O)Nc2ccc(-c3nc4ccccc4s3)c(O)c2)cc1 | -2%
CCc1ccc(CNCc2c(C(=O)O)c(C)n(Cc3c(F)cccc3Cl)c2C)cc1 | -6%
CCc1ccc(S(=O)(=O)NCc2ccc(C(=O)NCCN(Cc3ccccc3)C(C)C)cc2)cc1 | 1%
CCc1ccc(NC(=O)CSC2=Nc3ccccc3C3=NC(CCC(=O)NCc4ccco4)C(=O)N23)cc1 (stereo unspecified) | -1%
COc1ccccc1NC(=O)C1=C(C)Nc2c(C(=O)Nc3ccc(C)cc3)cnn2C1c1cccc(OC)c1OC (stereo unspecified) | -8%
O=C(Nc1ccc2nc(SCC(=O)N3CCc4ccccc43)sc2c1)c1ccc(Cl)cc1 | -2%
CC1CCN(C(=O)Cn2cc(SCC(=O)Nc3ccccc3)c3ccccc32)CC1 | -4%
COc1cccc(-c2cccc(-c3nc(C(=O)NCc4ccc5c(c4)OCO5)cc4c3[C@H](CCO)N(S(=O)C(C)(C)C)C4)c2)c1 (stereo partly specified) | 3%
CC1(C(=O)Nc2cccc3c2CCCC3)CCN1C(=O)C1(c2ccc(Cl)cc2)CC1 (stereo unspecified) | 6%
CCOC(=O)[C@]12CCC=C1N(Cc1ccccc1)C(=O)[C@H](CC(=O)NCc1ccc(C)o1)C2 | -3%
Fc1ccc(Nc2cncc(-c3ccsc3)c2)cc1Cl | u
COc1ccccc1CNC(=O)Cn1ncc2c(=O)oc3ccc(C)cc3c21 | -1%
Cc1csc2nc(-c3cccc(NC(=O)C(C)C)c3)cn12 | 0%
O=C(Nc1cnc(N2CCC(N3CCCCC3)CC2)c(C(=O)O)c1)c1ccc(Br)cc1 | -3%
NC(c1csc(Nc2cc(NCCCO)ncn2)n1)c1ccccc1Cl (stereo unspecified) | 3%
CC(C)Cn1c(=O)c2ccccc2n2c(CCC(=O)Nc3cccc(Cl)c3)nnc12 | -8%
CC1CCN(C(=O)Cn2cc(SCc3ccccc3)c3ccccc32)CC1 | 18%
Cc1nc(C(F)(F)F)ccc1C(=O)N1CCC1(C)C(=O)NCc1cccs1 (stereo unspecified) | -12%
COc1ccccc1CNc1nc(Nc2cccc(-c3cnco3)c2)c2sccc2n1 | 0%
CCOC(=O)c1oc2ccc(S(=O)(=O)n3nc(-c4ccc(Br)cc4)cc3N)cc2c1C | 2%
CCOC(=O)c1c(C)[nH]c(C)c1S(=O)(=O)NCC(=O)Nc1ccc(C)c(N(C)C)c1 | -4%
Fc1ccc(-c2cc(C(F)(F)F)nc(NCc3ccccc3)n2)cc1 | 1%
Cc1ccc(Cn2c(C)c(CNCCCc3ccccc3)c(C(=O)O)c2C)cc1 | -3%
Cc1ccc(S(=O)(=O)N2CCC(=O)N([C@H](CO)Cc3ccccc3)CC2)cc1 | -3%
CC(C)Sc1ncc(Cl)c(C(=O)Nc2ccc(S(=O)(=O)N3CCCCC3C)cc2)n1 (stereo unspecified) | -8%
CSc1ccc(Cn2c(C)c(C(=O)NCc3cccc(Cl)c3)sc2=O)cc1 | -9%
CCOC(=O)c1sc2ccccc2c1S(=O)(=O)NCc1ccc(F)cc1 | 4%
O=C(CSc1nccn1C1CCCC1)Nc1ccccc1 | 4%
CS(=O)(=O)N1CCCCC1c1cc(C(=O)NCc2ccccc2)no1 (stereo unspecified) | -8%
Cc1cc(NC(=O)N2CCC(CN3CCOCC3)CC2)ccc1Br | 3%
COc1cc(OC)c(NC(=O)c2sc3nc4n(c(=O)c3c2C)CCCC4)cc1Cl | -1%
O=C1CCCc2cc(S(=O)(=O)NCC3CCC(C(=O)NCc4ccccc4Cl)CC3)ccc2N1 (stereo unspecified) | -6%
Cc1cccc(C)c1-n1ncc(C(=O)NCCN2CCN(C)CC2)c1C1CCN(C(=O)OC(C)(C)C)CC1 | -16%
COc1ccc(CCNC(=O)c2c(C)oc3ncn(C)c(=O)c23)c(OC)c1 | 3%
CSc1ccc(CCNC(=O)c2ccc3c(c2)nc2n3CCCCC2)cc1 | 1%
Cc1ccccc1CNC(=O)c1ccc2sc([C@H]3C[C@H](O)[C@@H](CO)O3)nc2c1 | -11%
Fc1cccc(NCc2ccccc2-c2nnc(-c3ccccc3Cl)o2)c1 | 2%
Cc1nn(-c2ccccc2)c(C)c1NC(=O)COc1ccccc1C#N | 6%
Cc1ccc(CNC(=O)CN(C)S(=O)(=O)c2ccc3c(c2)c(=O)n(C)c(=O)n3C)cc1 | 0%
CSc1ccc(CCNC(=O)CCc2c(C)nc3c(c(C)nn3-c3ccc(C)c(C)c3)c2C)cc1 | -4%
CNS(=O)(=O)c1cn(CC(=O)N2CCN(c3ccc(C(C)=O)cc3)CC2)cc1S(=O)(=O)NC | -16%[15.4 µM]
CCOC(=O)C1CCN(C(=O)c2ccccc2NC(=O)c2nsc3ccccc23)CC1 | 6%[15.4 µM]
O=C(NCCCCc1ccccc1)c1nn(-c2ccccc2)nc1CO | 0%
O=C(Nc1ccc(F)cc1)Nc1nnc([C@H]2C[C@H](O)[C@@H](CO)O2)s1 | 1%
COc1ccc(-c2ccncc2)cc1OC | 2%

Seven compounds picked at random from those above, as already listed:
SMILES | TbPYK inhibitor
O=C(CSc1nccn1C1CCCC1)Nc1ccccc1 | 4%
COc1ccc(CC(=O)NC2CC(=O)N(c3ccc4c(c3)OCCO4)C2)cc1 (stereo unspecified) | -2%
CC1(C(=O)Nc2cccc3c2CCCC3)CCN1C(=O)C1(c2ccc(Cl)cc2)CC1 (stereo unspecified) | 6%
C[C@H](CO)N1C[C@H](C)[C@H](CN(C)S(=O)(=O)c2ccc(F)cc2)Oc2ncc(Br)cc2C1=O | -7%
Cc1ccc(Cn2c(C)c(CNCCCc3ccccc3)c(C(=O)O)c2C)cc1 | -3%
CSc1ccc(CCNC(=O)CCc2c(C)nc3c(c(C)nn3-c3ccc(C)c(C)c3)c2C)cc1 | -4%
O=C(Nc1cnc(N2CCC(N3CCCCC3)CC2)c(C(=O)O)c1)c1ccc(Br)cc1 | -3%

Other results
SMILES | TbPYK inhibitor
O=C(CCn1c(=O)c2cccn2c2cccnc21)NCCCN1CCN(c2ccc(F)cc2)CC1 | 5%
Cc1cc(=O)n(CC(=O)NC(C)c2ccccc2)c2c1c(C)nn2C (stereo unspecified) | -1%
COc1ccc(CN(C)C[C@@H]2OCc3cnnn3CCCC(=O)N([C@@H](C)CO)C[C@H]2C)cc1 | 0%
Cc1cc(C)c(NS(=O)(=O)c2ccc(-c3cnc(C4CC4)o3)cc2)c(C)c1 | 7%
CCOC(=O)CCNC(=O)N1CCN(S(=O)(=O)c2ccc3c(ccn3C)c2)CC1 | 4%
Cc1ccc(Cl)cc1NC(=O)CCc1c(C)nc2c3cccnc3nn2c1C | 2%
COc1cc(CNc2ccc3[nH]c(=O)[nH]c3c2)cc(Cl)c1OCc1ccc(F)cc1 | -3%
CSc1ncccc1C(=O)N1CCC1(C)C(=O)NC(C)C (stereo unspecified) | 2%
CCOc1ccc(CCNC(=O)CCc2c(C)nc3cc(-c4ccccc4OC)nn3c2C)cc1 | -3%
COC(=O)c1ccc(NC(=O)CC2C(=O)N(c3ccccc3)C(=O)N2Cc2ccc(F)cc2)cc1 (stereo unspecified) | 0%
Cc1ccc2nc(-c3ccc(C#N)cc3)c(Cc3ccccn3)n2c1 | -7%
C[C@H]1CN([C@@H](C)CO)C(=O)CCCn2cc(nn2)CO[C@@H]1CN(C)C(=O)NC1CCCCC1 | 3%
COc1cc(C2CC(=O)c3c([nH]c(C(=O)OCC4CCCCC4)c3C)C2)cc(OC)c1OC (stereo unspecified) | -1%
Cn1c(NCCN2CCCC2)nc2cc(-c3ccccc3)sc2c1=O | 2%
O=C(CCNS(=O)(=O)c1ccc2c(c1)CCN2C(=O)C1CC1)N1CCN(c2cccc(C(F)(F)F)c2)CC1 | 0%
c1ccc(N=NN2CCOCC2)cc1 | -24%
Cc1ccc(-c2ccc(CN3C(C(C)C)C(=O)N(Cc4cn(CC5CCCCC5)nn4)CCS3(=O)=O)cc2)cc1 (stereo unspecified) | 2%
COc1cc(C(=O)NCC(c2cccs2)S(=O)(=O)c2cccs2)cc(OC)c1OC (stereo unspecified) | -1%
CCCCN(CC)CCCNC(=O)Nc1sc2nc3n(c(=O)c2c1C)CCC(C)CC3 (stereo unspecified) | -1%
COc1cc2c(cc1OC)n(Cc1ccc([N+](=O)[O-])cc1)c(=O)n1nc(-c3ccccc3)nc21 | 5%
C[C@@H](c1ccccc1)N1C[C@@H](COCc2ccccc2)Oc2cc(N3CC[C@H](N(C)C)C3)ccc2S1(=O)=O | -6%
O=C(NCc1ccccc1Cl)c1cnc2sc(N3CCCCC3)nn2c1=O | 3%
COc1ccc(CNC(=O)Cn2c(=O)oc3cc(S(=O)(=O)N4CCC(C)CC4)ccc32)cc1 | 1%
Cc1ccccc1C(=O)N1CCC(C(=O)Nc2ccc(F)cc2F)CC1 | 2%
COc1cc(C(=O)NCCc2sc(-c3cccc(F)c3)nc2C)cc(OC)c1OC | 13%
COc1ccc(S(=O)(=O)N2CCC(C(=O)NCCC(=O)NCCc3cccc(F)c3)CC2)cc1 | 1%
O=C(NCc1ccccc1)c1cc(C2CCCCN2S(=O)(=O)c2ccccc2)on1 (stereo unspecified) | 5%
CSc1ccc(CCNC(=O)CCc2c(C)nc3c4cccnc4nn3c2C)cc1 | -6%
Cc1cccc(Cn2c(SCc3ccc(C(=O)NCc4ccccc4F)cc3)nc3ccncc32)c1 | -8%
